PhoP GFP inhibition: PhoP regulon inhibitors, Salmonella typhi PhoP promoter GFP reporter, confirmatory (AID 1850) | 0.33% of 310,000 active | inhibition, % at 50 µM; hits with a dose series show IC50 in µM | Salmonella Typhi PhoP-promoter GFP reporter, fluorescence, 4 h; higher % means a stronger effect; in the data active means a potency from the dose series; inconclusive means inhibition mostly from about 25% at the one dose, without a potency; inactive means the rest, 99 in 100 with inhibition below about 19%;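 further: 0% = induced wells with vehicle and 100% = uninduced wells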
VEEV TC-83 Vero: inhibitors of VEEV TC-83 cytopathic effect, confirmation, Vero cells (AID 588727); Vero cells, VEEV TC-83 cytopathic effect inhibition; higher % means a stronger effect; inhibition, % at 20 µM; hits with a dose series show IC50 in µM; 0.13% of 350,000 active; in the data active means a potency from the dose series; inconclusive means inhibition mostly from about 14% at the one dose, without a potency; inactive means the rest, 99 in 100 with inhibition below about 12%; further: strong numbers were not always called active
H37Rv inhibition: M. tuberculosis growth inhibition, HTS (AID 449762); M. tuberculosis H37Rv growth inhibition, 7H9 media; higher % means a stronger effect; one-dose inhibition, % at 25 µM; IC50 in µM for titrated hits; 0.59% of 330,000 active; in the data active means a potency from the dose series; inconclusive means inhibition above about 70% without an active follow-up result;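 further: bacterial growth assessed after seven days of incubation; strong numbers were not always called active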
H1N1 NS1A inhibition: NS1A inhibition, H1N1 influenza, cell based functional assay (AID 504329) | NS1A functional cell-based assay, percent inhibition; higher % means a stronger effect | inhibition, % at 12.5 µM; hits with a dose series show IC50 in µM | 0.3% of 340,000 active; in the data active means a potency from the dose series; inconclusive means inhibition above about 27% without an active follow-up result; further: strong numbers were not always called active
M. tuberculosis: growth inhibition of non-replicating M. tuberculosis (AID 488890). one-dose inhibition, % at 25 µM; IC50 in µM for titrated hits. 0.39% of 320,000 active. Mycobacterium tuberculosis non-replicating, growth inhibition; higher % means a stronger effect; in the data active means a potency from the dose series; inconclusive means inhibition mostly from about 82% at the one dose, without a potency; inactive means the rest, 99 in 100 with inhibition below about 76%;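 further: plate controls were DMSO cells for no effect and high antibiotic wells for full effect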
VEEV TC-83 Vero 10K pilot screen: second read-out of VEEV TC-83 Vero, no call of its own (marks repeat the call); inhibition, %; measured here: 10K pilot screen inhibition
* marks the source's active call; other numbers are inactive results; i = inactive; ? = inconclusive; nt = no result given. Not a hit list. About 1.4% of those tested had a hit in this group.

SMILES | PhoP GFP inhibition | VEEV TC-83 Vero | H37Rv inhibition | H1N1 NS1A inhibition | M. tuberculosis | others
Cc1cccc(C(=O)NC2CCN(C(=O)NCc3ccccc3)CC2)c1 | 15.9% | 1.4% | 2.4% | 5.1% | 22.8%
COC(=O)C1=NN(c2ccc(C)cc2)C2C(=O)N(c3ccccc3OC)C(=O)C12 (stereo not drawn) | -0.8% | 0.5% | -4.6% | -8.0% | 2.2%
CCC1Sc2ccc(S(=O)(=O)Nc3ccc(OC)cc3)cc2NC1=O (stereo not drawn) | -29.9% | 5.2% | 4.6% | -3.2% | 24.3%
O=C(NN1CC(C(=O)OCc2ccccc2F)CC1=O)c1ccccc1 (stereo not drawn) | -2.0% | 0.1% | -13.6% | -8.7% | 3.2%
O=C(CN1C(=O)/C(=C/c2ccccc2F)Sc2ccccc21)NCC1CCCO1 (stereo not drawn) | 4.9% | 6.2% | 5.9% | 2.3% | 21.5%
C=CCOc1ccn(C)c(=O)n1 | -6.9% | 0.8% | 5.0% | -6.1% | -5.7%
CN(c1ccc(C(=O)Nc2ccccc2Sc2ccccc2)cc1)S(C)(=O)=O | 0.0% | 0.4% | 41.5% | 2.6% | 23.4%
CC1(C)C=C(c2ccc(O)cc2)CC(C)(C)N1 | -2.1% | 1.0% | -11.1% | -12.4% | -24.5%
CC(C)Cn1cc(Cl)c(=O)n(CC(C)C)c1=O | -5.8% | i | 2.7% | -6.3% | 8.0%
COC(=O)c1cccc(C(=O)N2CCC(CO)(CCc3ccccc3)CC2)c1 | 6.7% | 0.2% | 1.0% | -4.5% | -1.1%

Gathered by group, those above with nitrogen in an aromatic ring.
SMILES | PhoP GFP inhibition | VEEV TC-83 Vero | H37Rv inhibition | H1N1 NS1A inhibition | M. tuberculosis | others
C=CCOc1ccn(C)c(=O)n1 | -6.9% | 0.8% | 5.0% | -6.1% | -5.7%
CC(C)Cn1cc(Cl)c(=O)n(CC(C)C)c1=O | -5.8% | i | 2.7% | -6.3% | 8.0%

Later entries:
SMILES | PhoP GFP inhibition | VEEV TC-83 Vero | H37Rv inhibition | H1N1 NS1A inhibition | M. tuberculosis | others
O=C(Nc1cccc2ccccc12)NC1Cc2ccccc2C1 | 3.3% | 0.4% | -2.8% | nt | -13.0%
Cc1ccc(NC(=O)COC(=O)c2ccc3c(c2)OCCO3)cc1 | nt | 0.4% | -1.2% | -0.3% | 4.8%
CC(=N\NC(=O)c1cc(Br)ccc1O)/C(=N/O)C(=O)Nc1ccccc1 | -5.1% | 0.8% | 6.8% | 4.8% | 27.5%
O=Cc1cccc(Oc2ccc([N+](=O)[O-])cc2[N+](=O)[O-])c1 | -10.8% | 0.5% | 6.0% | -7.1% | 70.2%
CN(C)c1ccc(NC(=O)CSc2nnc(-c3cnccn3)n2C)cc1 | -5.4% | 0.6% | -7.3% | -5.3% | -4.6%
CC(=O)Oc1ccc(-c2cccc(C(=O)N3CCCCC3)c2)cc1 | -7.2% | 0.4% | 8.5% | -4.2% | 78.3%
Nc1nc(CSC(=S)N2CCN(c3ccccc3)CC2)nc(Nc2ccc(F)cc2)n1 | -5.9% | 8.3% | -0.2% | -4.7% | -2.8%
O=C1N=C(N2CCCC2)S/C1=C\C=C\c1ccccc1 | 12.3% | 2.0% | 2.3% | 1.3% | 10.5%
C[n+]1cccc(C2C(C#N)=C(N)Oc3c2ccc2ccccc32)c1 (stereo not drawn) | 5.3% | 7.2% | 3.6% | -17.7% | 1.7%
C=C(C)C(=O)O[C@H]1C/C(C)=C\C(=O)/C=C(\C)[C@H](O)[C@@H]2OC(=O)C(=C)[C@@H]21 | 4.8% | 9.0% | 13.5% | -5.5% | 73.5% | VEEV TC-83 Vero 10K pilot screen=12.1
O=C(NNC(=O)c1ccc[nH]1)c1cccc(C(F)(F)F)c1 | -6.6% | 13.4% | -11.4% | 7.9% | -15.3%
Cc1cccc2c1CC(C)(C)N=C2C1=C(O)CC(C)(C)CC1=O | -6.6% | 1.4% | -5.5% | -1.0% | 4.2%
Cc1nc2sc3c(c2c(=N)n1N)CCCC3 | -6.2% | 1.1% | 10.3% | -4.4% | 15.2%
O=C(N/C(=C\c1ccco1)C(=O)N1CCCC1CO)c1ccccc1 (stereo not drawn) | -11.1% | 0.8% | 4.6% | -5.5% | -12.9%
Cc1nccn1CCC(=O)Nc1ccc(Cl)cc1 | -2.2% | 0.3% | -0.7% | -0.5% | -7.0%
CN1CCN(C(=O)C2CCN(S(=O)(=O)c3cnc[nH]3)CC2)CC1 | -6.2% | 0.3% | -3.5% | 0.2% | -13.5%
C/C(=C\C(=O)Nc1cscc1C)C(=O)O | -12.4% | 0.0% | 0.4% | 7.7% | -2.2%
CCN1CCN(c2ccc(S(=O)(=O)N3CCCCC3)cc2NC(=O)/C=C/c2cccc(OC)c2OC)CC1 | -2.2% | 9.5% | -0.6% | 26.1% | 37.5%
CCCc1[nH]c(=O)c(C#N)c2c1CCCC2 | 0.2% | 3.3% | 4.8% | -2.8% | -6.6%
COc1ccc2c3c(c(=O)oc2c1OCC(=O)C(C)(C)C)CCCC3 | -1.9% | i | 7.4% | -7.3% | 0.8%
CN1OC[C@@H]2CN(C(=O)CCc3ccccc3)[C@H](c3cccc(-c4ccc(C#N)cc4)c3)C[C@@H]21 | nt | 0.5% | nt | -7.9% | nt
Cc1ccc(C)n1-c1ccc(N(C)C)cc1 | -17.6% | i | 10.2% | 23.0% | 65.2%
CC(=O)Nc1nnc(CSCc2ccc(F)cc2)s1 | 6.0% | 1.4% | 8.8% | -20.6% | 20.6%
O=C(CC1C(=O)NCCN1CC1CCCCC1)NCc1ccc(F)cc1F (stereo not drawn) | -1.5% | 4.3% | 1.3% | 4.2% | 16.4%
COc1cc(C(=O)Oc2cccc(/C=N/NC(=O)c3cc(C)[nH]n3)c2)cc(OC)c1OC | 11.7% | 11.8% | -4.3% | -4.0% | 10.8%
O=C(O)c1cccc(C(=O)c2cccc(C(=O)O)c2)c1 | -0.7% | 0.2% | -4.8% | -19.1% | -2.7%
CCC(C(=O)N1CCN(c2ccccc2OC)CC1)c1ccccc1 (stereo not drawn) | -2.7% | 2.5% | 2.0% | -1.4% | 5.0%
O=C(O)CC/C(=N\NC(=O)CNC(=O)c1cccc(Cl)c1)c1ccccc1 | -6.2% | i | 4.6% | 2.6% | 21.5%
CCCC(=NCCc1c(C)[nH]c2ccccc12)C1=C(O)CC(c2ccccc2)CC1=O (stereo not drawn) | -4.3% | 7.2% | 8.9% | 0.3% | 26.9% | VEEV TC-83 Vero 10K pilot screen=5.3
CCC1CCCCN1C(=S)Nc1ccc(OC(F)F)cc1 (stereo not drawn) | 3.8% | 0.4% | 1.7% | -7.8% | -7.1%
c1ccc(N2CCN(c3nnnn3-c3ccccc3)CC2)cc1 | -18.8% | 1.8% | 0.1% | 1.6% | 5.9%
NC[C@H](O)c1ccc(O)c(O)c1 | -6.8% | 0.2% | 1.6% | -2.9% | -10.9%
COCCn1c(SCC(=O)N(C)c2c(N)n(Cc3ccccc3)c(=O)[nH]c2=O)nnc1-c1cccc(C)c1 | 2.9% | 3.0% | -5.0% | -14.1% | -13.1%
COc1cccc(CNS(=O)(=O)c2c(C(=O)N3CCCC3)c(C)n(C)c2C)c1 | -6.7% | 0.1% | 3.6% | -0.1% | 3.0%
Cc1ccccc1C(=O)O/N=C/c1c(N2CCOCC2)n(C)c2ccccc12 | -8.5% | i | 61.3% | -1.7% | ?
Cc1cccc(/C=N/NC(=O)Cn2nccc2C)n1 | -5.0% | 0.0% | -5.1% | -5.9% | 8.3%
COc1ccc(NC2(C#N)CCCCC2)cc1 | -4.4% | 0.1% | ? | 4.2% | 27.1%
COC1OC2COC(c3ccccc3)OC2C(O)C1NC(=O)c1ccccc1 (stereo not drawn) | nt | 1.3% | nt | 1.7% | nt
CNS(=O)(=O)c1ccc(NS(=O)(=O)c2ccccc2F)cc1 | 1.9% | 0.6% | 5.0% | -0.4% | -10.1%
COc1ccc(C(=O)N(C)Cc2nc3ccccc3c(=O)[nH]2)cc1S(=O)(=O)N1CCCC1 | nt | 2.2% | -5.0% | 9.6% | 23.6%
CC(C)(C)c1cnnn1-c1ccc(C=O)cc1 | -9.6% | i | -6.1% | 5.7% | 25.1%
Cc1csc(SCC(=O)Nc2ccccn2)n1 | -1.8% | 0.6% | -5.0% | -3.7% | ?
CC(C)(C)c1ccc(C(=O)N2CCN(C(=O)c3cccs3)CC2)cc1 | nt | i | 0.1% | 4.6% | 13.2%
O=C(NC(=S)NCc1ccncc1)c1ccccc1 | -2.5% | 0.3% | 1.3% | -5.5% | 18.6%
CC(C(=O)Nc1ccc(Cl)cc1Cl)N1C(=O)NC2(CCCCCCC2)C1=O (stereo not drawn) | nt | 1.9% | -3.3% | -16.0% | 17.7%
CCC(C)C12CN3CCN(CC(C)(C3)C1=O)C2 (stereo not drawn) | 1.6% | 0.5% | 0.0% | 1.2% | 3.8%
COc1cc(NC(N)=S)c(OC)cc1Cl | 7.5% | 0.1% | -2.1% | -1.7% | 10.6%
O=C(CCNC(=O)c1ccco1)NCc1ccc(C(=O)O)cc1 | nt | 1.3% | -1.9% | -6.0% | -6.8%
CN(CC1CCCO1)S(=O)(=O)c1ccc(C(=O)Nc2nccs2)cc1 (stereo not drawn) | -5.3% | 0.9% | 3.0% | 10.3% | 2.6%
CP(C)(=O)CCC(=O)O | -17.8% | 0.3% | 1.3% | 1.0% | 1.5%

Among those listed so far, 2 contain a furan ring, fused or not.
SMILES | PhoP GFP inhibition | VEEV TC-83 Vero | H37Rv inhibition | H1N1 NS1A inhibition | M. tuberculosis | others
O=C(N/C(=C\c1ccco1)C(=O)N1CCCC1CO)c1ccccc1 (stereo not drawn) | -11.1% | 0.8% | 4.6% | -5.5% | -12.9%
O=C(CCNC(=O)c1ccco1)NCc1ccc(C(=O)O)cc1 | nt | 1.3% | -1.9% | -6.0% | -6.8%

More records follow:
SMILES | PhoP GFP inhibition | VEEV TC-83 Vero | H37Rv inhibition | H1N1 NS1A inhibition | M. tuberculosis | others
O=Nc1onc(-c2ccc([N+](=O)[O-])cc2)c1NO | -5.7% | 0.3% | 5.5% | -16.2% | ?
CCCC(=O)Nc1cc(C)c(NC(=O)c2cccs2)cn1 | -5.5% | 0.2% | -4.2% | -1.0% | -25.4%
CN(C)CCCNC(=O)C[C@H]1C[C@H](C(=O)N2CCOCC2)[C@@]2(CCC3CCCC3)c3[nH]c4cc(-c5ccco5)ccc4c3CCN2C1=O | nt | i | nt | 9.9% | nt
OCCNc1nc(Nc2ccccc2OC(F)(F)F)nc(N2CCCC2)n1 | -0.6% | 1.4% | 10.4% | -2.7% | 0.7% | VEEV TC-83 Vero 10K pilot screen=5.4
O=C(CSc1ccccn1)Nc1cccc([N+](=O)[O-])c1 | 2.8% | 0.3% | -6.4% | -12.4% | 49.5%
Cc1ccccc1-c1nc(CS(=O)CC(=O)NCCc2ccc(Cl)cc2)c(C)o1 (stereo not drawn) | -6.2% | i | 6.6% | 1.0% | 21.6%
Cc1ccc(C(=O)N/C(=C\c2cn(S(=O)(=O)N(C)C)c3ccccc23)C(=O)NCCN2CCOCC2)cc1 | nt | 0.9% | nt | 7.6% | nt
CCN(Cc1ccncc1)Cc1nc(Cc2ccccc2Cl)no1 | 15.1% | i | 2.8% | 0.7% | 4.2%
O=Cc1cc2ccccc2nc1SCCCF | 1.5% | i | 0.6% | 8.9% | 72.4%
Cc1cc2cc(C)c(SCC(=O)NCc3ccco3)nc2cc1C | -3.0% | i | 2.1% | -1.7% | 6.0%
CCC1S/C(=N/C(=O)NC2CCCCC2)NC1=O (stereo not drawn) | -3.1% | i | -5.9% | 4.9% | -3.0%
COC(=O)c1ccc(NC(=O)CCS(=O)(=O)c2ccc3c(c2)NC(=O)C(C)S3)cc1 (stereo not drawn) | -3.8% | 1.4% | 1.2% | -12.8% | 29.4%
O=C(Nc1ccccc1)OCC1COC(c2ccccc2)(c2ccccc2)O1 (stereo not drawn) | nt | 1.6% | nt | -2.6% | nt
O=C(NC1CCCCC1)C(c1ccc(F)cc1)N(Cc1ccco1)C(=O)Cn1nnc2ccccc21 (stereo not drawn) | -4.6% | i | 0.3% | -2.3% | -5.0%
COc1cc(CN2CCCCC2)ccc1OCc1ccccc1 | -6.4% | i | 10.1% | -0.8% | 29.0%
Nc1cccnc1Sc1ccc([N+](=O)[O-])cn1 | nt | i | nt | 0.9% | nt
NC(=O)c1nsc(C(=O)N(c2ccccc2)C(C(=O)NC2CCCC2)c2ccc3ncccc3c2)c1N (stereo not drawn) | -3.1% | 9.7% | 10.3% | -4.5% | -4.7%

Bioassay records: PubChem, Southern Research Specialized Biocontainment Screening Center
